bCat nuc transl – modulators of beta-catenin nuclear translocation, primary screen, imaging, HeLa cells, immunofluorescence, high-content | nuclear translocation activity, % at 5 µM | 190,000 compounds, 0.3% hits | AID 1665, 2009;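 active = nuclear translocation activity above 50% at 5 µM, with a well cell count of 50 or more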;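 note: per-cell ratio of nuclear to cytoplasmic median beta-catenin stain intensity; plate controls were DMSO negative control for no effect and GSK-3 inhibitor IX positive control for full effect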
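System: HeLa cells, endogenous beta-catenin; compound dosing: 5 µM primary single dose, 0.1% DMSO, 0.02–20 µM confirmation series; incubation: 24 h compound exposure at 37°C, 5% CO2; signal: beta-catenin immunofluorescence imaging with DAPI; evaluation: % activation, nuclear-to-cytoplasmic median beta-catenin signal ratio per cell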
Dynein cargo inh – inhibitors of GR-EGFP nuclear translocation, primary screen, dynein cargo transport inhibitor project, imaging, high-content, 3617.4 mouse cells; test concentration mostly 20 µM; stimulated with dexamethasone, 1 µM; hits give low values; z-score, hits read low; 220,000 compounds, 0.47% hits;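 active = plate z-score of nuclear minus cytoplasmic receptor signal below a set negative limit, without overly bright fluorescence or cell loss, cut at about -3.5 in these data, passing the limit was not always enough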;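 note: z-score of nuclear minus cytoplasmic ring GR-EGFP intensity difference per well; some compounds called inactive have numbers as strong as hits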
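Buffer or medium – tet-free medium with charcoal-stripped serum · Signal – automated 10x imaging of fixed Hoechst-stained cells · Also added – dexamethasone agonist, 1.0 µM final, for 30 min · Incubation – induction 48 h, compound 1 h, agonist 30 min · Read-out – GR-EGFP nuclear translocation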
ER stress rescue – rescue of cells from ER stress-induced death, primary screen, 384-well, CSM14.1, thapsigargin, ATP luminescence (AID 1222); cellular ATP content (survival), % at 20 µM, or EC50 in µM where a hit was titrated; CSM14.1 thapsigargin-induced death rescue, ATP luminescence; higher % means a stronger effect; 190,000 tested, under 10 active;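 active = EC50 below 50 µM in the dose-response confirmation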;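 note: death triggered by thapsigargin at about 15 µM added after 2 h compound pretreatment; cell ATP read after overnight thapsigargin exposure of roughly 18 to 22 hours; normalized against plate controls of thapsigargin alone and 5% DMSO vehicle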
XIAP antagonists – XIAP antagonists, biochemical, IAP family, fluorescence polarization (AID 1018); XIAP BIR domain, fluorescence polarization peptide displacement; higher % means a stronger effect; displacement, % at 20 µM, or IC50 in µM where a hit was titrated; 200,000 compounds, 0.007% hits; in the data active = displacement above about 50%; note: a part of the inactive calls stands beside numbers as strong as those of hits
Insulin prom up – insulin promoter activators in MIN6 cells, imaging, high-content screening, mouse beta cells | AID 1625, 2009 | z-score at 5 µM | 190,000 compounds, 0.3% hits | MIN6 insulin promoter-GFP reporter; hits give high values;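 active = z-score above 3 at 5 µM with at least 500 cells counted in the well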
Dynein cargo inh cytoplasmic EGFP – also measured in Dynein cargo inh; calls as there; z-score; measured here: cytoplasmic GR-EGFP intensity; hits give high values
Dynein cargo inh nuclear GR-EGFP – also measured in Dynein cargo inh; calls as there; z-score; measured here: nuclear GR-EGFP intensity;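 lower value marks the stronger effect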
Dynein cargo inh cell count – recorded beside Dynein cargo inh, whose call it bears; z-score; measured here: cell count per field
Insulin prom up cell count – recorded beside Insulin prom up, whose call it bears; cell count; measured here: cytotoxicity, nuclei count;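 total cells summed across four imaged fields per well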
bCat nuc transl cell count 5 µM – second read-out of bCat nuc transl, no call of its own (marks repeat the call); cell count; measured here: cell count, cytotoxicity flag
Starred values were filed as active, the others as inactive; · = no result given.

SMILES	bCat nuc transl	bCat nuc transl cell count 5 µM	Dynein cargo inh	Dynein cargo inh cytoplasmic EGFP	Dynein cargo inh nuclear GR-EGFP	Dynein cargo inh cell count	ER stress rescue	XIAP antagonists	Insulin prom up	Insulin prom up cell count
CCOC(=O)c1sc2ncn(/N=C/c3ccccn3)c(=O)c2c1C	-2.5	1043	·	·	·	·	-0.4%	-3.5%	·	·
C=C(C)C(=O)Nc1cccc(C2=NOC3(C2)C[C@@H](C(N)=O)N(C(=O)[C@H]2CCC(=O)N2)C3)c1 (some centres not stated)	-1.2	1029	0.76	-0.51	0.47	-0.65	·	·	0.8	692
Cc1ccc2c(c1)COc1c3ccc(C(=O)NCCO)cc3nn1-2	0.5	1132	2.2	-0.61	1.2	-1.4	·	·	0.37	680
Cn1nccc1NC(=O)CC1(CC(=O)O)CCCCC1	-0.4	1348	-0.69	-0.26	-0.45	0.69	·	·	-0.34	1371
CCN(CC)c1ccc(/C=N/NC(=O)c2ccc3nc[nH]c3c2)c(O)c1	0.8	939	-0.66	0.64	0.64	-0.2	·	·	-0.51	1131
COC(=O)/C=C1/S/C(=N/N=C/c2ccco2)NC1=O	-0.5	1350	-0.72	-0.21	-0.39	0.5	·	·	0.43	1417
COC(=O)C1=C(C)N(Cc2ccccc2)C(=O)N[C@H]1c1cccc(C(F)(F)F)c1	-0.1	1154	0.087	-0.76	0.2	-0.35	·	·	-0.73	914
CC1(OC(=O)C2CCCC2)C(=O)C=C2C=C(c3ccsc3)N(CCCCO)C=C2C1=O (configuration not stated)	-0.3	1199	-0.74	-0.61	-0.55	2.3	·	·	-0.19	1092
CC1(OC(=O)C2CCCC2)C(=O)C=C2C=C(c3ccsc3)N(CCc3c[nH]c4ccccc34)C=C2C1=O (configuration not stated)	2.0	1054	1.4	-0.7	0.79	-0.54	·	·	-0.78	749
CSc1nn2c(C(F)(F)F)cc(C(F)(F)F)nc2c1C(=O)O	-0.3	1243	-0.33	-0.22	-0.27	0.56	·	·	0.25	1363
COCCNC(=O)c1c(CSc2ccccc2)noc1C(=O)NCc1ccccc1	-0.3	1173	-0.73	-0.73	-0.28	0.28	·	·	-0.3	1043
CC(C)CCNC(=O)c1onc(CSc2ccncc2)c1C(=O)NCCC(C)C	-0.4	1158	0.73	-0.71	0.5	-0.17	·	·	0.27	887
C#CCCOC(=O)N1C2=NC(C(=O)OC)=C(C(=O)OC)[C@@H]3N(CC=C)c4ccccc4[C@]23C[C@H]1C(=O)OC	2.0	1121	0.61	-0.53	0.55	-0.95	·	·	0.78	740
CCOc1cc(/C=C(/NC(C)=O)C(=O)O)cc(Cl)c1OCc1ccc(Br)cc1	0.0	1293	-1	-0.28	-0.68	1.3	·	·	-0.47	1294
CC(C)C(=O)N1CCC2(CC1)Oc1ccc(Cl)cc1C(=O)C21CC(c2ccc(Cl)cc2)=NO1 (configuration not stated)	-1.4	1141	-0.49	-0.79	-0.074	-0.066	·	·	0.03	885
COc1ccc(OCC(O)CNC(=O)Nc2cc(C)cc(C)c2)cc1 (configuration not stated)	0.9	1266	-0.47	-0.26	-0.46	0.23	·	·	-1.1	1290
CN(CCO)S(=O)(=O)c1ccc2c(c1)C(=NNC(N)=O)c1cc(S(=O)(=O)N(C)CCO)ccc1-2	-0.7	1336	0.16	-0.22	-0.029	-0.34	·	·	2.4	1521
COc1ccc(C(=O)/C=C/Nc2ccc(S(N)(=O)=O)cc2)cc1OC	-2.0	1388	-0.67	-0.26	-0.38	0.31	·	·	1.4	1358
O=S(=O)(NCc1csc(-c2cccs2)n1)c1ccccc1	3.6	1342	-0.22	-0.19	-0.21	0.048	·	·	-0.69	1466
CCCCCC(=O)N1CC2(CC(c3cccc(NC(=O)CC)c3)=NO2)C[C@H]1C(N)=O (some centres not stated)	-3.2	1196	-0.68	-0.79	-0.3	0.36	·	·	0.39	733

11 structures already listed, ordered by count of non-hydrogen atoms, descending.
SMILES	bCat nuc transl	bCat nuc transl cell count 5 µM	Dynein cargo inh	Dynein cargo inh cytoplasmic EGFP	Dynein cargo inh nuclear GR-EGFP	Dynein cargo inh cell count	ER stress rescue	XIAP antagonists	Insulin prom up	Insulin prom up cell count
C#CCCOC(=O)N1C2=NC(C(=O)OC)=C(C(=O)OC)[C@@H]3N(CC=C)c4ccccc4[C@]23C[C@H]1C(=O)OC	2.0	1121	0.61	-0.53	0.55	-0.95	·	·	0.78	740
CC1(OC(=O)C2CCCC2)C(=O)C=C2C=C(c3ccsc3)N(CCc3c[nH]c4ccccc34)C=C2C1=O (configuration not stated)	2.0	1054	1.4	-0.7	0.79	-0.54	·	·	-0.78	749
CN(CCO)S(=O)(=O)c1ccc2c(c1)C(=NNC(N)=O)c1cc(S(=O)(=O)N(C)CCO)ccc1-2	-0.7	1336	0.16	-0.22	-0.029	-0.34	·	·	2.4	1521
CC(C)C(=O)N1CCC2(CC1)Oc1ccc(Cl)cc1C(=O)C21CC(c2ccc(Cl)cc2)=NO1 (configuration not stated)	-1.4	1141	-0.49	-0.79	-0.074	-0.066	·	·	0.03	885
CC1(OC(=O)C2CCCC2)C(=O)C=C2C=C(c3ccsc3)N(CCCCO)C=C2C1=O (configuration not stated)	-0.3	1199	-0.74	-0.61	-0.55	2.3	·	·	-0.19	1092
CCCCCC(=O)N1CC2(CC(c3cccc(NC(=O)CC)c3)=NO2)C[C@H]1C(N)=O (some centres not stated)	-3.2	1196	-0.68	-0.79	-0.3	0.36	·	·	0.39	733
COC(=O)C1=C(C)N(Cc2ccccc2)C(=O)N[C@H]1c1cccc(C(F)(F)F)c1	-0.1	1154	0.087	-0.76	0.2	-0.35	·	·	-0.73	914
CCOc1cc(/C=C(/NC(C)=O)C(=O)O)cc(Cl)c1OCc1ccc(Br)cc1	0.0	1293	-1	-0.28	-0.68	1.3	·	·	-0.47	1294
COc1ccc(C(=O)/C=C/Nc2ccc(S(N)(=O)=O)cc2)cc1OC	-2.0	1388	-0.67	-0.26	-0.38	0.31	·	·	1.4	1358
CSc1nn2c(C(F)(F)F)cc(C(F)(F)F)nc2c1C(=O)O	-0.3	1243	-0.33	-0.22	-0.27	0.56	·	·	0.25	1363
O=S(=O)(NCc1csc(-c2cccs2)n1)c1ccccc1	3.6	1342	-0.22	-0.19	-0.21	0.048	·	·	-0.69	1466

More compounds
SMILES	bCat nuc transl	bCat nuc transl cell count 5 µM	Dynein cargo inh	Dynein cargo inh cytoplasmic EGFP	Dynein cargo inh nuclear GR-EGFP	Dynein cargo inh cell count	ER stress rescue	XIAP antagonists	Insulin prom up	Insulin prom up cell count
N/C(=N\N=C\c1ccc([N+](=O)[O-])cc1)c1nonc1N	0.6	1232	-0.98	-0.21	0.27	0.12	·	·	0.13	1062
CN(/N=C/c1ccc(O)cc1O)c1ncc(C(F)(F)F)cc1Cl	1.1	1294	-0.29	-0.23	-0.25	0.26	·	·	0	1396
COC(=O)CCCC1=CC2=C(c3ccccc3)C(=O)C(C)(OC(=O)C3CCCC3)C(=O)C2=CN1Cc1ccc2c(c1)OCO2 (configuration not stated)	-0.9	1193	0.52	-0.77	0.45	-0.11	·	·	0.78	792
CCC(=O)N1CC2(CC(c3cccc(NC(=O)COc4ccc(Cl)cc4)c3)=NO2)C[C@@H]1C(N)=O (some centres not stated)	-2.6	1126	-0.9	-0.77	-0.41	0.39	·	·	-0.56	982
C[C@@H](CO)NC(=O)c1ccc2c3n(nc2c1)-c1ccc(Cl)cc1CO3	-0.4	1210	-0.43	-0.75	-0.043	-0.37	·	·	0.41	915
CC[C@@H](C)CN1C(=O)N[C@@H](CCc2ccccc2)C(C(C)=O)=C1C	1.0	1122	-0.26	-0.75	0.036	-0.041	·	·	-0.86	990
CN(C)c1cc(Cl)c2nonc2c1N	0.6	1208	0.17	-0.28	-0.14	0.42	·	·	-0.14	1496
CC(C)(C)OC(=O)NCCCC[C@H](NC(=O)c1[nH]cnc1C(=O)Nc1ccc(CNC(=O)OC(C)(C)C)cc1)C(=O)OC(C)(C)C	2.3	1173	-0.6	-0.72	-0.45	0.5	·	·	0	861
O=C(CSc1ccccn1)Nc1ccc2c(c1)OCO2	-0.7	1335	-0.48	-0.27	0.6	0.51	·	·	-0.52	1093
C/C=C\C=C\C(=O)N1CC2(CC(c3cccc(NC(=O)CC(c4ccccc4)c4ccccc4)c3)=NO2)C[C@H]1C(N)=O (some centres not stated)	-0.8	1082	-0.085	-0.78	0.24	-0.24	·	·	1.9	720
CCn1cc(C(=O)O)c(=O)c2cc(F)c(N3CCN(C(=S)NC(=O)c4ccccc4C)CC3)cc21	-0.9	1344	-0.47	-0.26	0.61	0.075	·	·	-0.33	1070
O=C(NNC(=O)c1cc2cc(OC(F)(F)F)ccc2[nH]1)c1cccc(C(F)(F)F)c1	0.8	1296	2.1	0.044	0.91	-2.2	·	·	-0.12	1401
CCC(=O)Nc1cc(=O)[nH]c2nc(-c3ccc(Cl)cc3)nn12	1.1	1353	-0.07	-0.19	0.9	-0.83	·	·	-0.44	951
COC(=O)CCCC1=CC2=CC(=O)C(C)(OC(=O)CCc3ccccc3)C(=O)C2=CO1 (configuration not stated)	1.4	1113	-0.075	-0.77	-0.031	-0.14	·	·	0.56	909
CCOc1ccc(CC(=O)NNC(=S)NC)cc1Br	0.1	1363	-0.17	-0.29	-0.12	0.92	·	·	1.4	1338
COc1ccc(/C=N/NC(=O)c2cccnc2)c(C(=O)O)c1OC	-0.3	1310	0.71	-0.29	0.04	0.42	·	·	-0.22	1395
CC(C)(CC(=O)O)CC(=O)Nc1cc(C(F)(F)F)cc(C(F)(F)F)c1	-1.3	1269	-0.0054	-0.26	-0.12	0.24	·	·	-2	1328
CN1CCN(/C=C(\C#N)S(=O)(=O)c2ccc(Cl)cc2)CC1	-1.0	1341	-0.17	-0.22	-0.2	-0.12	·	·	0.61	1347
CCC(=O)Nc1cccc(C2=NOC3(C2)C[C@@H](C(N)=O)N(C(=O)c2cc([N+](=O)[O-])cc([N+](=O)[O-])c2C)C3)c1 (some centres not stated)	-0.7	944	-0.34	-0.64	0.12	-0.35	·	·	1.9	696
COC(=O)CCCC1=CC2=CC(=O)C(C)(OC(=O)c3cccs3)C(=O)C2=CN1C1CCCC1 (configuration not stated)	4.6	1025	0.46	-0.67	0.55	-0.27	·	·	-1.2	882
CCCCCSc1ncccc1C(=O)O	-0.7	1285	0.075	-0.23	0.5	-0.19	·	·	0.08	1116
COCCNC(=O)c1ccc2c3n(nc2c1)-c1ccccc1CO3	-1.9	1269	-1.4	-0.8	-0.49	0.95	·	·	-0.62	1042
COC1=C/C(=C/c2c(N)n3c(nc2=O)sc2cc(S(C)(=O)=O)ccc23)C=CC1=O	0.8	1310	0.29	0.025	0.17	0.36	·	·	-0.84	1296
COC(=O)CCC(=O)OC1(C)C(=O)C2=CN(C3CCCC3)C(c3ccc(OC)cc3)=CC2=C(Br)C1=O (configuration not stated)	1.0	1129	1.3	-0.64	1.1	-1.2	·	·	0.58	660

Screening results (PubChem BioAssay)

A portion of the library (hit frequency here may not be typical).
